Screens from PubChem BioAssay.
K1F lysis inhibition = inhibition of K1F phage lysis, E. coli UTI89, bacterial capsule biogenesis inhibitors, alamar blue (AID 488966) | E. coli UTI89 K1F phage lysis, alamar blue, 2 h; higher % means a stronger effect | hit rate 0.02% among 340,000 | inhibition, % at 100 µM, or IC50 in µM where a hit was titrated;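 active = phage lysis inhibition, versus mean bacterial control, above a set limit; inconclusive = no clear call, values can overlap the other calls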;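 also: capsule biogenesis inhibitors block K1F phage lysis so surviving cells raise fluorescence; higher fluorescence means more inhibition of phage lysis; actives were called in the ten point dose series up to 300 µM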
Myeloid diff MLP = myeloid differentiation induction | ER-HoxA9 myeloid progenitors, lysozyme-GFP differentiation, flow cytometry | hit rate 1% among 360,000 | calls only at 10 µM | AID 624256;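 active = normalized GFP-positive differentiation at or above the plate's own cutoff, the solvent-only control mean plus 3 SD; inconclusive = no clear call, values can overlap the other calls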;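 also: cells exposed to compound for four days before flow analysis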
Myeloid diff MLP GFP+ MAC1+ % = further read-out of Myeloid diff MLP, marked with its call; GFP+ MAC1+ double positive, %; measured here: differentiation confirmed by MAC1 staining
* = called active by the depositor; i = inactive; ? = inconclusive; / = not tested or not shown; [ ] = dose if it differs, or a comment. These rows are one share of the data; count on the stated rates, not on these rows.

SMILES	K1F lysis inhibition	Myeloid diff MLP	Myeloid diff MLP GFP+ MAC1+ %
O=C(NCC(c1ccco1)N1CCc2ccccc2C1)c1ccc([N+](=O)[O-])cc1 (stereo unspecified)	-0.9%[50 µM]	i	1.3
O=C(COC(=O)Cc1ccc(Br)cc1)Nc1ccc(Cl)cn1	-0.2%[50 µM]	i	0.8
CCc1cccc(C)c1NC(=O)CCCN1C(=O)NC(C)(C)C1=O	0.8%[50 µM]	i	1.5
COc1ccccc1-n1c(SC(C)C(=O)NCC2CCCO2)nc2cc(Cl)ccc2c1=O (stereo unspecified)	0.2%[50 µM]	i	0.3
N#Cc1ccccc1OCC(=O)OCC(=O)c1c[nH]c2ccccc12	0.8%[50 µM]	i	1.4
CC(C)COc1ccc(C(=O)NNC(=O)c2ccc(=O)[nH]c2)cc1	1.0%[50 µM]	i	0.2
O=C(Nc1ccc(N2CCOCC2)cc1)c1ccc(Cl)c(S(=O)(=O)N2CCCC2)c1	0.4%[50 µM]	i	1.2
O=C(COC(=O)c1ccc[n+]([O-])c1)Nc1ccccc1OC(F)F	0.7%	i	0.7
CCCOc1cc(C)c(S(=O)(=O)NCc2cccs2)cc1C	-0.8%[50 µM]	i	0.8
CCCCn1c(N)c(N(CCOC)C(=O)c2c(C)noc2C)c(=O)[nH]c1=O	1.5%[50 µM]	i	1.0
O=C(CSc1nnc2ccc(-c3ccccn3)nn12)Nc1ccccc1	0.5%[50 µM]	i	0.4
Cc1c(C)n2c(SCC(=O)N3CCCCC3)nnc2[nH]c1=O	1.5%[50 µM]	i	0.4
CN(Cc1ccccc1)C(=O)c1ccc(NC(=O)Cc2ccc(NC(=O)C3CCCN(S(=O)(=O)c4cccc([N+](=O)[O-])c4)C3)cc2)cc1 (stereo unspecified)	0.1%	i	0.0
CS(=O)(=O)c1ccc(Cl)c(NC(=O)COC(=O)Cc2c[nH]c3ccccc23)c1	1.0%[50 µM]	i	0.4
O=C(c1cc2ccccc2oc1=O)N1CCCN(C(=O)c2cc3ccccc3oc2=O)CC1	-0.1%	i	0.1
CCOc1ccccc1OCCC(=O)N1CCN(S(=O)(=O)c2ccccc2[N+](=O)[O-])CC1	0.2%[50 µM]	i	0.6
CCOc1ccc(CCNC(=O)COC(=O)c2cc(=O)[nH]c3ccccc23)cc1OCC	0.3%	i	0.4
Cc1cc(C)n2cc(CSc3nnc(-c4ccccc4)c(-c4ccccc4)n3)nc2n1	0.2%	i	0.3
Cc1ccccc1C(=O)NNC(=O)CCCCC(=O)NNC(=O)c1ccccc1C	-0.5%	i	0.9
CCN(C(=O)CSc1nc2ccc(OC)cc2[nH]1)c1c(N)n(Cc2ccccc2)c(=O)[nH]c1=O	0.0%	i	0.7
COc1ccc(NC(=O)CN(C)CC(=O)Nc2cccc(F)c2)cc1S(=O)(=O)N1CCCCC1	-0.6%[50 µM]	i	0.5
O=C(O)c1ccc(-c2noc(-c3ccc(F)cc3)n2)cc1	1.5%	i	0.8
C[C@@H]1COC(=O)[C@@H](Cc2ccc(F)cc2)C/C=C\C[C@H](CC(=O)N(CCO)Cc2ccccc2)C(=O)N1	-0.2%	i	0.2
Cc1ccc2nc(SCC(=O)N3CCC(Cc4ccccc4)CC3)nc(=O)n2c1	0.7%[50 µM]	i	0.3
COc1cccc(C(=O)NCCCc2ccccc2)c1OC	0.4%	i	1.1

Pulled one by one from above, seven records:
SMILES	K1F lysis inhibition	Myeloid diff MLP	Myeloid diff MLP GFP+ MAC1+ %
CCCOc1cc(C)c(S(=O)(=O)NCc2cccs2)cc1C	-0.8%[50 µM]	i	0.8
CS(=O)(=O)c1ccc(Cl)c(NC(=O)COC(=O)Cc2c[nH]c3ccccc23)c1	1.0%[50 µM]	i	0.4
COc1ccc(NC(=O)CN(C)CC(=O)Nc2cccc(F)c2)cc1S(=O)(=O)N1CCCCC1	-0.6%[50 µM]	i	0.5
CCCCn1c(N)c(N(CCOC)C(=O)c2c(C)noc2C)c(=O)[nH]c1=O	1.5%[50 µM]	i	1.0
CN(Cc1ccccc1)C(=O)c1ccc(NC(=O)Cc2ccc(NC(=O)C3CCCN(S(=O)(=O)c4cccc([N+](=O)[O-])c4)C3)cc2)cc1 (stereo unspecified)	0.1%	i	0.0
CCc1cccc(C)c1NC(=O)CCCN1C(=O)NC(C)(C)C1=O	0.8%[50 µM]	i	1.5
CC(C)COc1ccc(C(=O)NNC(=O)c2ccc(=O)[nH]c2)cc1	1.0%[50 µM]	i	0.2

Going on with the list:
SMILES	K1F lysis inhibition	Myeloid diff MLP	Myeloid diff MLP GFP+ MAC1+ %
O=C(CN1C(=O)NC2(CCCC2)C1=O)NCc1ccc(F)cc1	-0.7%	i	0.8
COc1ccc([C@H]2CC(=O)C=C(c3cccc(NC(C)=O)c3)C2)cc1	1.7%	i	1.0
O=C(O)CN1C(=O)C(=O)N(Cc2cccc(F)c2)C1=O	0.1%	i	0.9
Cc1cc(=O)oc2c3c(cc(OCC(=O)Nc4cccnc4)c12)OC(C)(C)CC3	2.9%	i	2.2
O=C1OCCN1C(=O)[C@H]1[C@H](c2ccc([N+](=O)[O-])cc2)C(c2cccc(Cl)c2)=NN1c1ccc(Br)cc1	0.3%	i	0.8
FC(F)(F)c1cc(CCN2CCNC[C@@H]2Cc2ccccc2)cc(C(F)(F)F)c1	-9.2%	i	1.0
CCCCCCCCNS(=O)(=O)CCNCc1ccccc1	0.8%	i	0.3
COC(=O)CNC(=O)C1CCCN1C(=O)CNC(=O)OCc1ccccc1 (stereo unspecified)	0.0%	i	0.3
COc1ccc([C@@H]2[C@@H]3C(=O)N(C(C)(C)C)C(=O)[C@@H]3[C@]3(CC(C)C)C(=O)N(c4cccc(F)c4)C(=O)N23)cc1	0.4%	i	1.3
CCCCN(C(=O)C1=NN(c2ccccc2)C(=O)CC1)c1c(N)n(CC(C)C)c(=O)[nH]c1=O	5.2%	i	0.3
CC(=O)NCCC(=O)Nc1cc(S(=O)(=O)N2CCCCC2)ccc1N1CCCCC1	0.0%[50 µM]	i	0.7
Cc1ccc(NC(=O)CSc2nc3[nH]ncc3c(=O)[nH]2)cc1Cl	0.8%[50 µM]	i	1.3
O=C(CSC1=NS(=O)(=O)c2ccccc2N1)c1ccccc1	0.6%[50 µM]	i	0.9
CN(C)CCNc1ccc2nnn3c4ccc(O)cc4c(=O)c1c23	11%	?	/
c1ccc2c(-c3cncc4ccccc34)cncc2c1	0.6%	i	0.4
O=C(COC(=O)Cn1nnc(-c2ccccc2)n1)Nc1cc(F)ccc1F	-0.1%	i	1.2
CC[C@]12c3[nH]c4ccc(OC)cc4c3CCN1C(=O)C(CC(=O)NCc1ccco1)C[C@@H]2C(=O)N1CCN(C(=O)c2ccco2)CC1 (stereo partly specified)	1.1%	i	0.3
COc1cc2ccccc2cc1C(=O)Nc1ccncc1	3.4%[50 µM]	i	0.4
O=C(NCc1ccccc1)C1(C(F)(F)F)CC(CCCO)CCCO1 (stereo unspecified)	2.4%	i	1.4
CC(C)(C)c1nnc(NC(=O)COc2ccc3c(c2)OCO3)s1	-2.1%	i	0.6
Cc1cnc(C(=O)N2CCN(S(=O)(=O)c3ccc(F)c(F)c3F)CC2)cn1	0.8%[50 µM]	i	1.0
C=CCc1cc(CN2CC(C)OC(C)C2)c(O)c(OC)c1 (stereo unspecified)	2.9%	i	1.1
CN(C(=O)c1ccc(Cl)cc1)C1CCS(=O)(=O)C1 (stereo unspecified)	-0.3%	i	0.3
O=C(NCCC(=O)N1CCN(S(=O)(=O)c2ccc(Cl)cc2)CC1)Nc1ccccc1	0.4%[50 µM]	i	1.0
CC(=O)c1cccc(OCC(=O)OCC(=O)Nc2cc(S(=O)(=O)N3CCCCC3)ccc2C)c1	-0.6%	i	1.3
SMILES	K1F lysis inhibition	Myeloid diff MLP	Myeloid diff MLP GFP+ MAC1+ %
CC(C)(C)S(=O)N1Cc2cn(Cc3ccccc3)c(=O)cc2[C@H]1CCO (stereo partly specified)	0.4%	i	0.3
CCCn1c(C(C)Nc2nc(-c3ccc(C)cc3)cs2)nc2ccccc21 (stereo unspecified)	-0.4%	i	1.0
Oc1[nH]c2ccccc2c1N=Nc1ccccn1	-1.1%	i	1.4
Cc1ccc(-n2c(C)cc(C(=O)OCC(=O)N3CCOCC3)c2C)cc1	-1.9%	i	1.4
O=C1OCCN1C(=O)[C@H]1[C@H](c2ccc([N+](=O)[O-])cc2)C(c2ccccc2)=NN1c1ccccc1	0.1%	i	0.8
COc1ccc(C(=O)Nc2cc3c4c(c2)CC(=O)N4CCC3)c(OC)c1	1.0%[50 µM]	i	0.1
Cc1ccc(S(=O)(=O)N2CCC(C(=O)Nc3ncccc3O)CC2)cc1	0.7%[50 µM]	i	0.8
C[C@H](CO)N1C[C@H](C)[C@@H](CN(C)C(=O)NC2CCCCC2)Oc2ccc(NC(=O)NC3CCCCC3)cc2C1=O	0.1%	i	0.6
CC(OC(=O)/C=C/c1ccc2ccccc2n1)C(=O)Nc1ccc(S(N)(=O)=O)cc1 (stereo unspecified)	0.8%[50 µM]	i	3.2
CN(C)S(=O)(=O)c1cc(NC(=O)COC(=O)CC2Sc3ccccc3NC2=O)ccc1Cl (stereo unspecified)	-2.6%	i	0.3
Cc1ccc(OCC(=O)OCC(=O)NC2CC2)cc1C	0.9%[50 µM]	i	1.2
O=C(O)c1ccc2c(c1)C(=O)N(c1ccc(Nc3ccccc3)cc1)C2=O	0.2%[50 µM]	i	0.4
CC1(c2ccccc2)NC(=O)N(CC(=O)Nc2ccccc2N2CCCCC2)C1=O (stereo unspecified)	0.7%[50 µM]	i	0.5
O=C(OCC(=O)N1CCCCC1)c1n[nH]c(=O)c2ccccc12	1.6%[50 µM]	i	0.9
N#Cc1ccc(C(=O)OCC(=O)N2CCCCCC2)cc1	0.0%[50 µM]	i	0.9
Cn1c(=O)c2[nH]c(CCc3ccncc3)nc2n(C)c1=O	-1.4%	i	0.5
C=C1CCN([C@@H](CC(C)C)C(=O)NN2CCOCC2)S(=O)(=O)c2ccccc21	0.7%	i	2.3
CC(C)(C)CN1C(N)=NC[C@@H]1Cc1ccccc1	4.6%	i	0.9
CN(CC(=O)Nc1c(Cl)cccc1Cl)C(=O)CCc1nc2sc3c(c2c(=O)[nH]1)CCCC3	1.2%[50 µM]	i	1.2
COc1cc(NC(=O)CSc2nc(=O)n(CCN3CCOCC3)c3c2CCCC3)cc(OC)c1	1.2%[50 µM]	i	0.7
CC(C)CN(C(=O)C(C)N1C(=O)c2ccccc2C1=O)c1c(N)n(Cc2ccccc2)c(=O)[nH]c1=O (stereo unspecified)	1.5%[50 µM]	i	1.0
CC(Sc1n[nH]c(-c2cccs2)n1)C(=O)N1CCCC1 (stereo unspecified)	1.0%	i	1.0
CCN(CC(=O)Nc1ccc2c(c1)OCCO2)C(=O)CCc1ccccc1Cl	0.3%[50 µM]	i	0.5
CSCCC(NC(=O)COc1ccccc1)C(=O)N(C)CC(=O)Nc1ccc(C)cc1 (stereo unspecified)	0.7%[50 µM]	i	0.7
Cc1ccc(Oc2ccccc2NC(=O)CSCC(=O)Nc2cc(C)on2)cc1	0.4%[50 µM]	i	0.3
SMILES	K1F lysis inhibition	Myeloid diff MLP	Myeloid diff MLP GFP+ MAC1+ %
NC(=O)CSc1nc2cc(S(=O)(=O)N3CCOCC3)ccc2o1	1.4%	i	0.9
Cc1cccc(C(C)C)c1NC(=O)COC(=O)C1CC(=O)N(Cc2ccccc2)C1 (stereo unspecified)	1.2%[50 µM]	i	0.4
CC(OC(=O)c1cccc(-n2cnnn2)c1)C(=O)c1ccccc1 (stereo unspecified)	0.9%[50 µM]	i	0.8
CCOc1ccc(OCCC(=O)N(CC(C)C)c2c(N)n(Cc3ccccc3)c(=O)[nH]c2=O)cc1	0.4%[50 µM]	i	0.2
COc1ccccc1C(=O)NCCC(=O)Nc1ccncc1	2.3%[50 µM]	i	0.6
O=C(NCC(=O)N1CCN(C/C=C/c2ccccc2)CC1)c1ccc(Br)cc1	-0.2%[50 µM]	i	0.4
CCN=C1S/C(=C/c2ccc(-c3ccc(Cl)cc3C(=O)O)o2)C(=O)N1CC	-0.1%	i	0.4
CCN(c1ccc(NC(=O)COC(=O)C2CCN(c3ccc(C(F)(F)F)cn3)CC2)cc1)C(C)C	0.2%[50 µM]	i	1.2
CNC(=O)[C@@]1(Cc2ccccc2)C=C[C@@H](C)N1C(C)=O	3.8%	i	1.3
CN(Cc1cccs1)C(=O)CCNS(=O)(=O)c1ccc(Br)cc1	0.8%[50 µM]	i	0.7
Brc1ccsc1/C=N/Nc1ccccc1	-1.9%	i	0.9
CC1CCCN(C(=O)COC(=O)CNC(=O)c2sc3ccccc3c2Cl)C1 (stereo unspecified)	0.4%[50 µM]	i	0.6
Cn1c(SCC(=O)Nc2ccc3c(c2)OCO3)nnc1C(F)(F)F	1.6%[50 µM]	i	0.7
CCOC(=O)[C@H]1[C@H]2COc3ccccc3[C@@H]2N2C(=O)c3cc(Br)ccc3NC(=O)[C@@]12C	1.6%	i	1.7
Cc1ccc(CN(C)C(=O)CSc2nnc3n2CCCCC3)c(C)c1	1.4%[50 µM]	i	0.9
CCCCN(C(=O)CSCc1ccc(C)cc1)c1c(N)n(Cc2ccccc2)c(=O)[nH]c1=O	0.6%[50 µM]	i	0.7
O=C(Cc1c[nH]c2ccccc12)N1CCN(S(=O)(=O)c2cccc(Cl)c2Cl)CC1	0.3%[50 µM]	i	0.7
CC1CC(C)CN(C(=O)CN2C(=O)NC3(CCCCCC3)C2=O)C1 (stereo unspecified)	2.5%	i	0.8
